Scp1 inh = Scp-1 (human) phosphatase inhibition | Q9GZU7 | Recombinant Scp1, phosphopeptide, malachite green phosphate absorbance | inhibition, % at 20 µM | hit rate 0.88% among 340,000 | AID 493091;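 active means inhibition above about 50% at 20 µM, limit read from the data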;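 further: plate controls were DMSO wells with enzyme for no effect and wells lacking enzyme for full effect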
Target sequence (Q9GZU7 76-261 limits assumed): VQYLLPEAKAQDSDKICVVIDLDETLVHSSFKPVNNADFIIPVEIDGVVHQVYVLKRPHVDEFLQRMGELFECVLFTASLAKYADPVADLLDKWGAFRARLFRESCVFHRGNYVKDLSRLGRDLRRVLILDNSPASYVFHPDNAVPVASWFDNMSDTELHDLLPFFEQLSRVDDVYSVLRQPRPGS
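Times: enzyme reaction 45 min at room temperature, colour 5 min, stabilisation 30 min. Material: SCP-1 catalytic fragment, aa 76-261. Medium: Acidic Tris acetate buffer with magnesium and detergent. Signal: colorimetric free-phosphate detection, absorbance 630 nm. Read-out basis: % inhibition of SCP-1 phosphate liberation. Reagent: Phosphorylated 17-residue peptide substrate.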
DNMT1 block = DNMT1 (human) enzyme inhibition | DNMT1 molecular beacon, Hinp1I cleavage, fluorescence | inhibition (reported as % activation of signal), % at 10 µM | hit rate 0.83% among 360,000; in the data active means inhibition above about 50%
CendR NRP1 mod = modulators of CendR peptide binding to human neuropilin-1; FAM-RPARPAR peptide binding to NRP-1, fluorescence polarization; AID 602438; inhibition, % at 25 µM; hit rate 0.85% among 360,000;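 active means inhibition or corrected inhibition above about 18%, plus a signal ratio from 0.5 to 1.5, limit read from the data, passing the limit was not always enough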; further: strong numbers were not always called active
SUMO1 PPI mod = alters human SUMO1 binding to SIM partners. P63165. SUMO1 binding to a labelled peptide, TR-FRET, 1 h. inhibition, % at 20 µM. hit rate 0.33% among 360,000. AID 602429; in the data active means inhibition above about 37%
Target sequence (P63165 whole entry, looked up): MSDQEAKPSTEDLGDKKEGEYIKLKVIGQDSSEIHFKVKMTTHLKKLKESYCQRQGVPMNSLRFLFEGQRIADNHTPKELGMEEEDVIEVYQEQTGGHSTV
bovine MsrA act = bovine methionine sulfoxide reductase A activation; AID 602163; purified bovine MsrA, absorbance read-out; activation, % at 10.6 µM; hit rate 0.3% among 360,000; in the data active means activation above about 7.5%;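 further: 0% = vehicle and 100% = reference activator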
MsrA inhibitor = inhibitors of bovine MsrA; AID 651718; hit rate 0.75% among 360,000; inhibition, % at 15.5 µM; purified bovine MsrA, absorbance read-out; in the data active means inhibition above about 4.5%;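 further: 0% = vehicle wells with enzyme and 100% = reference inhibitor wells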
STEP block = blocks human striatal-enriched tyrosine phosphatase; inhibition, % at 20 µM; hit rate 0.25% among 360,000; recombinant STEP, OMFP fluorogenic substrate, fluorescence;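 active means inhibition at 20 µM, scaled per plate between control wells, above about 37%, limit read from the data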;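 further: 0% = DMSO with enzyme and substrate and 100% = substrate only without enzyme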
Target sequence (P54829 whole entry, looked up): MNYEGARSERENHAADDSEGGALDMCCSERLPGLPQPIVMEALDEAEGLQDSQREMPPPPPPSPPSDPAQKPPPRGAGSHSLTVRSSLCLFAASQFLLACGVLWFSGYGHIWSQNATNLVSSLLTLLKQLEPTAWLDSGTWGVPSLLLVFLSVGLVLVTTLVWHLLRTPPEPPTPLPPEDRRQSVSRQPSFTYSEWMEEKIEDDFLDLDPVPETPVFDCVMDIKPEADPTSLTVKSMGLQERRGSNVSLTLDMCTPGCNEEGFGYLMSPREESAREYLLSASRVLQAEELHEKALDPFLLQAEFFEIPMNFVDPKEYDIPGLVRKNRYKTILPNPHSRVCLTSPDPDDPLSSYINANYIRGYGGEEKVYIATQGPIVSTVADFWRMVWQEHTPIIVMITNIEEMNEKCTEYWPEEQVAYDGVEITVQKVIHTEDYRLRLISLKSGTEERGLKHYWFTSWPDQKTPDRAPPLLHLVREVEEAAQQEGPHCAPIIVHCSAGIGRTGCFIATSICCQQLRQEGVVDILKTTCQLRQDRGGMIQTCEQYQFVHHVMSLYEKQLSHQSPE
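medium = Bis-Tris buffer pH 6.0, 2.5 mM DTT, 0.005% Tween 20 | test system = STEP (striatal-enriched tyrosine phosphatase) enzyme, cell-free | measure = normalized % inhibition | compound dosing = 20 µM, 1% DMSO | also added = 25 µM OMFP | schedule = reaction 20 min, ambient temperature | measured by = fluorescence read at 480 nm ex / 540 nm em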
eLon inh = inhibits E. coli Lon protease; purified E. coli Lon protease, fluorescence polarization; hit rate 0.42% among 360,000; inhibition, % at 7.94 µM; AID 602123; in the data active means inhibition above about 13%, passing the limit was not always enough;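 further: 0% = enzyme with probe and DMSO and 100% = no enzyme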
TbMetRS inhib = Trypanosoma brucei MetRS inhibition. hit rate 0.4% among 360,000. inhibition, % at 11.9 µM. purified T. brucei MetRS, ATP depletion, Kinase-Glo luminescence;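 active means inhibition above a per-plate cutoff of the control wells' mean inhibition plus 3 SD, cut at about 5.5% in these data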;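 further: 0% = DMSO wells median and 100% = median of wells with control inhibitor compound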
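Dosing: 11.9 µM single point; system: parasite MetRS enzyme; technique: luminescence of leftover ATP; times: 15 min enzyme-compound preincubation, 2 h reaction, 10 min detection, 25 °C; replicates: each compound tested once; read-out basis: percent inhibition relative to median high and low control wells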
LMPTP block = blocks human LMPTP phosphatase | P24666 | recombinant LMPTP-A, OMFP fluorogenic substrate, fluorescence intensity | inhibition, % at 20 µM | hit rate 0.22% among 360,000;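 active means compounds that cut the enzyme signal by at least half of the control window in the single-dose screen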;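 further: plate controls were DMSO wells with enzyme plus substrate for no effect and substrate without enzyme for full effect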
Target sequence (P24666 whole entry, looked up): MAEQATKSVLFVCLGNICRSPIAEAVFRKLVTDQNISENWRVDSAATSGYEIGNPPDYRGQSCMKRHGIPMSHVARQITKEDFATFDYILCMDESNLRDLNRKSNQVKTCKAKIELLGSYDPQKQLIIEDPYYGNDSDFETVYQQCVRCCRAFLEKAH
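Test system: LMPTP-A phosphatase enzyme; input: 0.625 nM LMPTP-A final; reagent: OMFP substrate, 400 µM final; compound dosing: 20 µM single dose, 3% DMSO; incubation: 50 min dark incubation at room temperature; measured by: endpoint fluorescence intensity from OMFP dephosphorylation; measure: % inhibition relative to no-enzyme and uninhibited control wells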
An asterisk follows results filed as active; nt = no result given.

SMILES	Scp1 inh	DNMT1 block	CendR NRP1 mod	SUMO1 PPI mod	bovine MsrA act	MsrA inhibitor	STEP block	eLon inh	TbMetRS inhib	LMPTP block
O=C1CC2(CCCC2)C(=O)N1c1ccc(S(=O)(=O)NCC2CC2)cc1Cl	18	5	-6	4	-1	1.0	1	7	-0.7	-1.2
Cc1cccc2c(=O)oc(-c3ccccc3Cl)nc12	-3	0	-3	0	-7	0.0	-2	-4	-1.0	0.2
Cc1ccc(C)c(N(CC(N)=O)S(C)(=O)=O)c1	-7	0	7	-5	-3	-1.1	-4	2	-0.4	1.1
CCC(C)OC1OC(CO)C(O)C(O)C1NC(C)=O (centres undefined)	6	3	11	2	-15	-0.3	-3	9	-1.8	-0.9
Cc1ccc(C(=O)Oc2ccccc2N2C(=O)C3CCC(C)CC3C2=O)cc1 (centres undefined)	-2	-1	7	3	0	0.3	2	-5	0.1	-0.8
CCOC(=O)NC(NC(=S)Nc1ccc(OCC)cc1)C(Cl)(Cl)Cl (centres undefined)	-8	10	4	3	-3	0.4	-2	-2	-0.2	-0.6
O=C([C@H]1O[C@@H](n2ccc(=O)[nH]c2=O)[C@H](O)[C@@H]1O)N1CCSC1	nt	2	8	6	-1	-1.7	-3	-5	0.0	-1.5
c1ccc(-c2noc(C34CC5CC(CC(C5)C3)C4)n2)nc1	-7	0	4	0	-1	-1.2	1	-4	-0.4	-0.8
Cc1cccc(C)c1NC(=O)CNC(=O)CNC(=O)c1ccc2c(c1)OCO2	-3	1	2	-3	-4	-0.7	-4	-4	-0.2	-0.3
Cc1cc(N/N=C/c2cccc([N+](=O)[O-])c2)nc(-n2nc(C)cc2C)n1	-15	20	2	-4	-5	-0.9	1	0	-1.0	-1.5
Cc1cccc(C(C)C)c1NC(=O)Cc1ccc(S(=O)(=O)N2CCOCC2)s1	-1	-4	3	-5	-5	-0.5	0	-3	-0.6	-0.5
Cc1c(OCC(=O)NCc2ccccn2)ccc2c(-c3ccccc3)cc(=O)oc12	-1	2	-8	-1	-1	1.1	0	-9	1.1	1.2
COc1ccc(CC(=O)N2CCN(C(=O)Cc3ccc(OC)c(OC)c3)CC2)cc1OC	nt	-5	-2	9	2	-0.4	0	-8	0.7	-1.1
COc1ccc(CCN2CC(C(=O)Nc3ccc4c(c3)OCO4)CC2=O)cc1OC (centres undefined)	0	-7	0	0	-5	0.1	-3	0	1.3	-0.3
COc1ccc(S(=O)(=O)N(C)C)cc1NC(=O)COC(=O)c1nc2nccc(C)n2n1	-13	0	6	1	-1	0.3	-1	1	-0.6	-1.4
CC1(C)Cc2cccc(OCC(=O)NCCOc3ccccc3)c2O1	-5	-1	3	14	-5	0.2	-8	-2	-1.0	-0.4
O=C(Cn1nc(C(F)F)cc1C(F)F)NNC(=S)Nc1ccc(F)cc1	-11	2	1	0	-7	0.7	4	0	-1.1	-1.7
COc1ccc(-c2csc(C(O)c3ccccc3)n2)cc1 (centres undefined)	nt	-1	23	-3	-5	-0.4	0	3	-0.3	0.8
O=C(Nc1nccs1)C1CC(=O)N(CCc2ccccc2)C1 (centres undefined)	-8	0	-6	3	0	-1.8	1	-2	-0.5	-0.5
CN(C)CCNC(C(=O)Nc1cccc(S(=O)(=O)N2CCOCC2)c1)c1ccccc1 (centres undefined)	-10	7	-1	-2	-1	0.8	0	5	-0.1	-4.3
Cc1ccc(NS(=O)(=O)c2ccc3c(c2)CC(=O)N3)c(C)c1	-5	-6	-3	5	1	0.5	0	-9	-0.1	-0.2
COc1cc(C(=O)NCc2cccc(Cl)c2)ccc1OCC(=O)N1CCOCC1	1	1	13	1	-3	-0.6	-2	-8	-0.3	0.0
CCOC(=O)c1c(S(=O)(=O)N2CCCC(C(=O)Nc3ccc(C)cn3)C2)c(C)n(C)c1C (centres undefined)	-3	0	-6	2	0	0.3	-1	-4	0.0	-1.7
CCN(CC)CCNC(=O)Cn1nc(Cc2ccncc2)c2ccccc2c1=O	-13	2	-8	-2	-2	-0.4	-3	-4	-0.7	-1.4
Cc1cc(Nc2cccc(Br)c2)c2ccccc2n1	-3	-1	-6	0	-4	1.0	-2	-8	0.4	42
COc1ccc(-c2csc(C(O)c3ccccc3)n2)cn1 (centres undefined)	nt	-1	-2	1	0	nt	-2	0	0.1	-0.5
Cc1cc(C)nc(N2CCN(S(=O)(=O)c3ccc(F)cc3)CC2)n1	-7	1	0	3	1	-0.1	-3	2	-0.5	-4.1
O=C(OCC(=O)c1ccc[nH]1)c1ccc(Br)cc1	4	0	1	7	-12	-0.2	1	-1	-0.3	0.1
COc1cc(/C=C/C(=O)N(C)CC(=O)Nc2ccccc2SC)cc(OC)c1OC	-7	1	-50	-12	1	1.7	0	-4	0.0	0.2
CCOC(=O)c1c(S(=O)(=O)Nc2ccc(F)cc2Cl)c(C)n(C)c1C	-8	-2	-4	-2	0	1.0	-1	2	0.3	1.3

Two compounds from above, reduced to MsrA inhibitor, bovine MsrA act and CendR NRP1 mod:
mol | MsrA inhibitor | bovine MsrA act | CendR NRP1 mod
COc1ccc(-c2csc(C(O)c3ccccc3)n2)cc1 (centres undefined) | -0.4 | -5 | 23
O=C(Nc1nccs1)C1CC(=O)N(CCc2ccccc2)C1 (centres undefined) | -1.8 | 0 | -6

(cont.)
SMILES	Scp1 inh	DNMT1 block	CendR NRP1 mod	SUMO1 PPI mod	bovine MsrA act	MsrA inhibitor	STEP block	eLon inh	TbMetRS inhib	LMPTP block
COc1ccc([C@@H]2[C@@H]3C(=O)N(C(C)(C)C)C(=O)[C@@H]3[C@]3(Cc4ccc(Cl)cc4)C(=O)N(c4cccc(F)c4)C(=O)N23)cc1	-7	-7	5	6	-3	0.2	-4	1	-0.3	0.7
O=C(c1cccc(F)c1)N1CCCC(C(=O)N2CCCCCC2)C1 (centres undefined)	-4	0	6	6	5	-0.5	-2	-2	-0.4	-0.6
CCN1CCN(c2ncc(C(=O)Nc3ccccc3C(=O)OC)c3ccccc23)CC1	-7	-1	-2	-6	-12	0.6	-3	3	-3.6	0.6
O=C(NCc1ccccc1Cl)c1ccc(CS(=O)Cc2ccc(Cl)cc2)o1 (centres undefined)	-6	0	0	2	-2	1.3	-1	-6	0.4	-0.7
CCN1CCN(C(=O)Cn2nc(C)c3sc4ccccc4c3c2=O)CC1	-2	0	1	-7	-6	2.7	2	21*	-0.3	-1.5
CC1CCCC(C)N1C(=O)Cn1nnc(-c2ccccc2)n1 (centres undefined)	-1	0	2	4	-6	-2.4	-2	7	-0.7	-1.8
N#CC1(c2ccccc2)CCC(=O)N1c1ccccc1 (centres undefined)	-2	0	0	0	5	-1.3	-2	3	0.5	-0.6
Cc1[nH]c2ccccc2c1-c1ccc(Cl)nn1	-11	0	8	-2	-2	0.1	0	-8	-0.5	0.2
COc1ccc(/C=N/OCC(=O)N=Nc2c(O)[nH]c3ccc(Br)cc23)cc1OC	-6	0	-2	0	-4	0.1	3	10	-0.4	2.2
COc1ccc(OC)c(C(=O)c2coc3ccc(O)c(CN(C)C)c23)c1	-6	0	14	6	-1	0.8	-2	2	-0.1	-1.0
Cc1ccc2nc3c(c(C(=O)OC4CCOC4=O)c2c1)CCCC3 (centres undefined)	-2	-1	-6	3	-1	0.6	-5	2	-0.7	-0.6
CC1CCCC(C)N1C(=O)COc1ccccc1F (centres undefined)	-5	-2	6	3	-3	1.3	4	4	0.1	1.1
CCc1ccccc1NC(=O)C1CCN(S(=O)(=O)c2ccc(N3CCCC3=O)cc2)CC1	nt	-5	0	3	2	0.5	2	-10	-0.2	0.2
Cc1nc(-c2ccc(C(=O)Nc3cccc(Br)c3)cc2)cs1	3	-4	-16	1	-4	-0.2	-4	-5	-1.2	6.9
CCOC(=O)c1c(NC(C)=O)sc(C(=O)NC2CCCC2)c1C	-5	0	-3	-16	-1	1.3	0	-15	0.3	0.9

One compound at a time (already shown). Order of screens: Scp1 inh, DNMT1 block, CendR NRP1 mod, SUMO1 PPI mod, bovine MsrA act, MsrA inhibitor, STEP block, eLon inh, TbMetRS inhib, LMPTP block
O=C(NCc1ccccc1Cl)c1ccc(CS(=O)Cc2ccc(Cl)cc2)o1 (centres undefined) reads -6, 0, 0, 2, -2, 1.3, -1, -6, 0.4, -0.7
Cc1ccc2nc3c(c(C(=O)OC4CCOC4=O)c2c1)CCCC3 (centres undefined) reads -2, -1, -6, 3, -1, 0.6, -5, 2, -0.7, -0.6
CCc1ccccc1NC(=O)C1CCN(S(=O)(=O)c2ccc(N3CCCC3=O)cc2)CC1 reads nt, -5, 0, 3, 2, 0.5, 2, -10, -0.2, 0.2

Later entries.
SMILES	Scp1 inh	DNMT1 block	CendR NRP1 mod	SUMO1 PPI mod	bovine MsrA act	MsrA inhibitor	STEP block	eLon inh	TbMetRS inhib	LMPTP block
N#Cc1cn(CCCOc2ccccc2)c2ccccc12	-3	-2	-4	3	3	1.2	-2	-4	-0.7	2.5
Cc1cc(C)cc(NC(=S)N(CCN(C)C)Cc2cccs2)c1	-5	1	-4	0	2	3.4	-2	9	-0.6	-2.2
O=c1cc(CSc2n[nH]c(-c3ccncc3)n2)nc2sccn12	7	33	24*	4	-5	0.7	-1	-14	1.0	-1.6
COc1cc(/C=N/NC(=O)c2ccncc2)ccc1OCC(=O)Nc1cccc([N+](=O)[O-])c1	-6	-17	-8	35	-12	0.8	1	0	-1.0	3.4
c1ccc2sc(SCSc3nc4ccccc4s3)nc2c1	-8	0	12	3	-6	-0.5	3	-3	-0.4	2.8
COc1ccc(-c2cc(C(F)(F)F)nc(SCC(N)=O)n2)cc1	-11	-1	-7	-1	-4	1.1	-2	1	-0.9	0.1
Cc1oc(-c2ccccc2)nc1C(=O)N1CCN(c2ccc(F)cc2)CC1	-7	-5	1	0	-2	0.3	0	-2	-0.2	-0.2
Cc1ccc(S(=O)(=O)N2CCN(C(=O)COC(=O)CCOc3cc(C)ccc3C)CC2)cc1	-3	7	2	-2	-8	0.4	-2	0	-0.7	1.6
CC(OC(=O)c1nn(C)c(=O)c2ccccc12)C(=O)NCc1ccc2c(c1)OCO2 (centres undefined)	1	0	8	-3	0	0.3	0	0	-0.6	-0.1
Cn1nnnc1NCc1ccccc1F	-5	2	8	8	-1	0.4	-2	6	-0.8	-0.3
CCSc1ncc(C#N)c(=O)[nH]1	-2	2	-2	1	-1	-0.1	6	-15	-0.7	-1.6
CCC(=O)NC(O)C(=O)c1ccc(C)cc1 (centres undefined)	-5	-1	-10	3	-3	2.2	3	-1	-0.2	-0.4
CCC(OC(=O)c1nsc(Cl)c1Cl)C(=O)NCc1ccco1 (centres undefined)	-1	-4	3	-2	-1	0.2	0	3	-0.3	-0.7
Cc1nonc1OCCNCCNc1ccccc1[N+](=O)[O-]	-1	-1	2	-23	-2	-0.1	2	6	-0.1	1.3
CCCn1c(NCc2c[nH]c3ccccc23)nc2ccccc21	-1	-3	1	4	-3	0.0	3	2	2.1	6.1
Cc1ccc(C2=CSC3=NCCN23)c(C)c1	3	-3	-2	-2	0	-0.9	7	-4	-0.5	0.3

Source: PubChem (several laboratories)
